# PAX8 inh HTS = inhibitors of PAX8-driven TPO luciferase reporter, primary screen, RMG-I cells, single concentration | SteadyGlo, 24 h | inhibition, % at 12.6 µM | 360,000 compounds, 1.2% hits | AID 652154, 2013;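 active means mean replicate inhibition at least 60% with every replicate also reaching 60%; inconclusive means only one of the two criteria is met; inactive means mean below 60% and not all replicates reaching 60%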;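 further: luciferase light reporting Pax8 driven TPO promoter activity; plate controls were median of neutral control wells for no effect and mitoxantrone controls for full effect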
# S100A4 MyoIIA = inhibitors of S100A4-myosin IIA peptide binding, primary screen, biochemical, fluorescence polarization, TAMRA-MyoIIA peptide | Protein S100-A4 (Homo sapiens), P26447 | inhibition, % at 10.7 µM | 360,000 compounds, 0.14% hits | AID 652163, 2013;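 active means mean inhibition of at least 70% across replicates, with every replicate also reaching that level; inconclusive means mean inhibition reaches 70% but some replicates fall short; inactive means mean inhibition below 70%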
#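 incubation = readout 5 min after mixing, signal stable up to 60 min | system = S100A4 monomer protein | buffer or medium = HEPES pH 7.2 with CaCl2, KCl, NaCl, DTT, Triton | benchmarks = neutral control DMSO, positive control TFP | also added = fluorescent myosin IIA peptide, 5 nM | compound dosing = one concentration per compound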
# PglD DTNB = C. jejuni PglD acetyltransferase inhibitors, primary screen, biochemical, DTNB colorimetric, single point. inhibition, % at 12.5 µM. UDP-N-acetylbacillosamine N-acetyltransferase PglD (Campylobacter jejuni). purified PglD enzyme, DTNB colorimetric CoA detection. 360,000 compounds, 0.098% hits. AID 602405, 2012; in the data active means inhibition above about 16%, passing the limit was not always enough; inconclusive means no clear call, values can overlap the other calls; further: strong numbers were not always called active
# EWS-Fli inh = EWS/Fli-driven NR0B1 reporter inhibitors, primary screen, A673 cells, NR0B1 luciferase, luminescence, MLPCN library; viability-normalised; inhibition, % at 12.6 µM; 350,000 compounds, 0.67% hits; AID 651661, 2012;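 active means mean inhibition of at least 50% after viability correction, with every replicate also passing that limit; inconclusive means mean reaches 50% but only one of two replicates passes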;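 further: firefly luciferase signal divided by Alamar Blue viability fluorescence both relative to DMSO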
# ERAP1 HTS inh = human ERAP1 aminopeptidase inhibitors, primary screen, biochemical, single point, plate reader. Endoplasmic reticulum aminopeptidase 1 (Homo sapiens), Q9NZ08. recombinant ERAP1, Leu-AMC fluorescence, 60 min. inhibition, % at 10.7 µM. 340,000 compounds, 0.15% hits. AID 652197, 2013;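 active means mean replicate inhibition of at least 30%, or all replicates individually reaching that 30% level; inactive means mean below 30% and not every replicate reaching it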;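 further: 0% = neutral control wells and 100% = L-leucinethiol positive control wells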
# FN deposit inh = inhibitors of fibronectin matrix deposition, primary screen, AH1F cells, Alexa488-fibronectin fluorescence, plate reader; AH1F fibroblasts, overnight; inhibition, % at 12.6 µM; 350,000 compounds, 0.086% hits;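 active means mean inhibition across replicates of 30% or more, regardless of how many single replicates reach that level; inconclusive means mean under 30% yet at least half of replicates reach 30%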;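 further: positive control wells lacked labelled fibronectin entirely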
#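 Material – AH1F fibroblast monolayer, labelled fibronectin deposition · Reagent – labelled fibronectin 24 nM · Timing – 1 h adhesion, overnight exposure · Measured by – fluorescence at 485 nm excitation, 525 nm emission · Read-out – inhibition of fibronectin deposition signal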
# PGC1a acetyl inh = inhibitors of PGC1a acetylation signal, primary screen, cell-based, U2OS, AlphaScreen, inhibitor mode; inhibition, % at 15.6 µM; AlphaScreen anti-acetyl-lysine; with virally co-expressed GCN5 acetyltransferase; 350,000 compounds, 0.17% hits;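 active means every replicate shows inhibition of at least 40%; inconclusive means mean inhibition at least 40% but some replicate below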;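 further: 0% = neutral control wells and 100% = positive control wells; some results beyond the cut were filed as inactive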
# LGR2 antag = inhibitors of bursicon-induced LGR2 CRE-luciferase signal, primary screen, cell-based, HEK293, CRE-luciferase reporter, bursicon stimulation. inhibition, % at 9.99 µM. bursicon-stimulated, 4 h. AID 720647, 2013. 380,000 compounds, 0.35% hits;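 active means drop in luminescence signal, shown as inhibition above about 50% in the replicate tests, limit read from the data, passing the limit was not always enough; inconclusive means probably only some replicates passing the limit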;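 further: agonist challenge used bursicon conditioned medium at about half maximal strength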
# The depositor's hits bear a star; ? = inconclusive; · = not tested or not shown. This is a random part of the collection; overall some 2.1% were active at least once.
no.	SMILES	PAX8 inh HTS	S100A4 MyoIIA	PglD DTNB	EWS-Fli inh
1	COC(=O)c1sccc1NC(=O)c1ccc(C)cc1	-10	-3	-2	-50
2	CCOC(=O)C1(c2ccccc2)SC(C(=O)OCC)(c2ccccc2)S1 (stereo not given)	1	0	4	2
3	CCCCN(C)CCNC(=O)CSCc1ccc(C)cc1	11	-7	-4	2
4	O=C(COC(=O)c1cccc(C(=O)OCC(=O)NCc2ccc(F)cc2)n1)NCc1ccc(F)cc1	-38	1	·	5
5	CC(NC(=O)c1ccccc1F)c1nnc(SCC(=O)NC2CCCC2)n1C (stereo not given)	1	-5	0	-5
6	COc1ccc(NC(=O)N(C)C[C@H]2Oc3c(NC(=O)c4cnccn4)cccc3C(=O)N([C@H](C)CO)C[C@H]2C)cc1	·	-8	0	-18
7	COc1cccc(-c2cc(C(=O)N3CCCCCC3)no2)c1	-86	10	-4	29
8	CCCN(CC(=O)Nc1ccccc1OC)C(=O)CSc1ccc(Br)cc1C	6	-2	-7	2
9	O=C(CN1CCN(c2ccccn2)CC1)Nc1ccccc1F	-11	-2	-1	-7
10	O=C(c1ccco1)N1CCN(S(=O)(=O)c2ccc(S(=O)(=O)NC3CC3)cc2)CC1	·	-5	·	4
11	C=CCOc1ccccc1/C=N/n1nnnc1N	-30	-2	-1	10
12	CCCCN(C=O)c1c(CC)nc2ccc(C(=O)NCc3ccc4c(c3)OCO4)cn12	6	2	-1	17

no.	ERAP1 HTS inh	FN deposit inh	PGC1a acetyl inh	LGR2 antag
1	0	-5	5	0
2	3	-8	·	-20
3	-7	9	2	-6
4	0	12	·	-3
5	1	2	·	-15
6	0	·	5	10
7	-1	6	·	?
8	2	0	-4	-10
9	3	3	·	1
10	5	·	·	7
11	·	6	-6	13
12	2	10	7	-1

# Results in EWS-Fli inh, for some of the entries so far:
no. | molecule | EWS-Fli inh
1 | COC(=O)c1sccc1NC(=O)c1ccc(C)cc1 | -50
11 | C=CCOc1ccccc1/C=N/n1nnnc1N | 10
6 | COc1ccc(NC(=O)N(C)C[C@H]2Oc3c(NC(=O)c4cnccn4)cccc3C(=O)N([C@H](C)CO)C[C@H]2C)cc1 | -18
9 | O=C(CN1CCN(c2ccccn2)CC1)Nc1ccccc1F | -7
5 | CC(NC(=O)c1ccccc1F)c1nnc(SCC(=O)NC2CCCC2)n1C (stereo not given) | -5

# Continuation.
no.	SMILES	PAX8 inh HTS	S100A4 MyoIIA	PglD DTNB	EWS-Fli inh
13	CCN1CCN(CC(=O)c2c(C)n(C)c3ccc(OC)cc23)CC1	-1	·	0	·
14	CC(C)C[C@H]1COc2cc(Br)ccc2S(=O)(=O)N1Cc1ccc(F)cc1F	-33	-2	·	2
15	CC(=O)N1N=C(c2ccccc2)CC1c1ccc2c(c1)OCO2 (stereo not given)	-24	-3	2	-15
16	COc1cc(OC)c(CN2CCCCCCC2)cc1Br	·	-3	-5	-7

no.	ERAP1 HTS inh	FN deposit inh	PGC1a acetyl inh	LGR2 antag
13	·	2	-18	·
14	-3	3	·	-10
15	0	3	9	-6
16	-2	·	10	-2

# Of the compounds above, 4 contain fluorine.
no.	SMILES	PAX8 inh HTS	S100A4 MyoIIA	PglD DTNB	EWS-Fli inh
4	O=C(COC(=O)c1cccc(C(=O)OCC(=O)NCc2ccc(F)cc2)n1)NCc1ccc(F)cc1	-38	1	·	5
5	CC(NC(=O)c1ccccc1F)c1nnc(SCC(=O)NC2CCCC2)n1C (stereo not given)	1	-5	0	-5
9	O=C(CN1CCN(c2ccccn2)CC1)Nc1ccccc1F	-11	-2	-1	-7
14	CC(C)C[C@H]1COc2cc(Br)ccc2S(=O)(=O)N1Cc1ccc(F)cc1F	-33	-2	·	2

no.	ERAP1 HTS inh	FN deposit inh	PGC1a acetyl inh	LGR2 antag
4	0	12	·	-3
5	1	2	·	-15
9	3	3	·	1
14	-3	3	·	-10

# Three compounds picked at random from those above:
no.	SMILES	PAX8 inh HTS	S100A4 MyoIIA	PglD DTNB	EWS-Fli inh
13	CCN1CCN(CC(=O)c2c(C)n(C)c3ccc(OC)cc23)CC1	-1	·	0	·
14	CC(C)C[C@H]1COc2cc(Br)ccc2S(=O)(=O)N1Cc1ccc(F)cc1F	-33	-2	·	2
16	COc1cc(OC)c(CN2CCCCCCC2)cc1Br	·	-3	-5	-7

no.	ERAP1 HTS inh	FN deposit inh	PGC1a acetyl inh	LGR2 antag
13	·	2	-18	·
14	-3	3	·	-10
16	-2	·	10	-2
